Compound activity as filed in PubChem BioAssay.
trophozoite growth = anti-Giardia activity of synthetic compounds – Compounds Australia Scaffold Library subset, 24/48 h, primary screen (AID 1794835). hits give high values. inhibition, % at 10 µM. hit rate 2% among 2,500; in the data active = inhibition mostly above about 45%, no sharp cut-off; inactive = mostly below about 37%;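 also: 0% = parasite counts in DMSO vehicle wells; trophozoite growth inhibition read by imaging counts at 24 h; calls made by hand needing about 50% inhibition in two separate runs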
Active calls of the source: *; i = inactive. A portion of the library, so the mix of outcomes need not match the whole.

Preview (7 entries):
SMILES | trophozoite growth
Cc1sc(C(=O)N2CCCC2)c2ncnc(NCc3ccc(F)c(Cl)c3)c12 | 23.9
COc1ccc(N2CC(c3nc4ccccc4[nH]3)CC2=O)cc1 (stereo not drawn) | i
COc1cccc(-c2cc3c(=O)n(CCC(=O)N4CCN(C(C)=O)CC4)ccn3n2)c1 | i
O=C(C1=Cc2cc(Cl)ccc2OC1)N1CCCc2ncccc21 | i
COc1cccc(Cn2c(CNC(=O)CCc3c(C)noc3C)nc3cccnc32)c1 | 17.5
Cc1csc(CNC(=O)c2nccnc2-c2nc3ccccc3s2)n1 | i
O=S(=O)(Cc1ccccc1)Nc1cccc(-c2nnc(Cc3ccc4c(c3)OCO4)o2)c1 | 46.9*

Main list (from the top)
SMILES | trophozoite growth
Cc1sc(C(=O)N2CCCC2)c2ncnc(NCc3ccc(F)c(Cl)c3)c12 | 23.9
COc1ccc(N2CC(c3nc4ccccc4[nH]3)CC2=O)cc1 (stereo not drawn) | i
COc1cccc(-c2cc3c(=O)n(CCC(=O)N4CCN(C(C)=O)CC4)ccn3n2)c1 | i
O=C(C1=Cc2cc(Cl)ccc2OC1)N1CCCc2ncccc21 | i
COc1cccc(Cn2c(CNC(=O)CCc3c(C)noc3C)nc3cccnc32)c1 | 17.5
Cc1csc(CNC(=O)c2nccnc2-c2nc3ccccc3s2)n1 | i
O=S(=O)(Cc1ccccc1)Nc1cccc(-c2nnc(Cc3ccc4c(c3)OCO4)o2)c1 | 46.9*
CC(=O)N1CCCN(C(=O)c2cc(-c3ccc(Cl)cc3)n[nH]2)CC1 | i
CCOC(=O)c1cc2n(n1)CC(C)(C(=O)NCCC(C)C)N(c1ccc(Cl)cc1)C2=O (stereo not drawn) | i
COC(=O)CC1C(=O)NCCN1Cc1nc(C2CC2)no1 (stereo not drawn) | i
CCOC(=O)c1ccccc1NC(=O)N1Cc2c(sc3c2CCN(C)C3)-n2cccc2C1CC (stereo not drawn) | 10.1
O=C(CCc1c[nH]c2ccccc12)N1CCCCC1c1ccco1 (stereo not drawn) | i
Cn1c(=O)[nH]c(=O)c2c1nc(N1CCCC1)n2Cc1ccccc1 | i
CCc1onc(C)c1C1CCCN1C(=O)c1ccc2c(c1)OCO2 (stereo not drawn) | 6.6
CCCN1CCCN(C(=O)c2c(C)noc2C(C)C)CC1 | i
COC(=O)c1ccccc1NC(=O)Nc1ccc2[nH]c3c(c2c1)CN(C(C)C)CC3 | 4.3
COc1ccc(-n2nnc(-c3nsc(Nc4ccc(Cl)cc4)n3)c2C)cc1 | 11.6
Cc1nc(-n2nc(C)c(Cc3ccccc3Cl)c2C)sc1C(=O)NC(C)C | i
O=C1CC2(CCCC2)C(=O)N1CN1CCN(S(=O)(=O)c2ccc(Br)s2)CC1 | i
O=C(Cc1scnc1-c1cccs1)N1CCN(c2ccccn2)CC1 | i
COc1ccc(CCn2c(=O)c3ncccc3n(Cc3ccc(C)cc3)c2=O)cc1OC | 1.7
Cc1ccc(Cn2nc(C)c(C(=O)N3CCNC(=O)C3)c2C)cc1 | i
CC(C)OCCCNC(=O)Cn1c(=O)c(=O)n(Cc2ccncc2)c2ncccc21 | 13.1
CCN1CCN(C(=O)c2cnn3c(=O)c4c(n(CC)c23)CCN(C)C4)CC1 | i
O=C(CCC(=O)N1CCCC1c1nc2ccccc2[nH]1)c1ccccc1 (stereo not drawn) | 28.7

The list goes on:
SMILES | trophozoite growth
O=c1[nH]c(CN2CCC(c3nc4ccccc4o3)CC2)nc2ccsc12 | i
Cc1c(C(=O)N2CCCCC2)c(S(=O)(=O)N2CCN(c3ccccn3)CC2)c(C)n1C | i
CC(C)=CC1C(C(=O)N2CCC(c3nnc4n3CCC4)CC2)C1(C)C (stereo not drawn) | i
COC(=O)c1cc2c(=O)n(CC3CCCO3)ccc2nc1C (stereo not drawn) | 4.2
CSc1ccc(-c2nc3cnccn3c2NC2CCCCC2)cc1 | i
CCCc1nc(CN2C(=O)NC(C)(c3ccc(C)o3)C2=O)cs1 (stereo not drawn) | i
CC(=O)Nc1n[nH]c(S(C)(=O)=O)n1 | i
CN1c2ccccc2OCC1CC(=O)Nc1ccc(F)cc1 (stereo not drawn) | 7.6
CCCNC(=O)c1cnn2c(C(F)F)cc(-c3ccc(C)cc3)nc12 | 40.8
CSCCC1COC(c2cccn2C)=N1 (stereo not drawn) | i
CC1(C(=O)N2CCN(CC(O)C(C)(C)C)CC2)CCOCC1 (stereo not drawn) | i
Cc1ccc(CN2CCN(C3CCN(C(=O)Nc4ccc(Cl)cc4)CC3)C(=O)C2=O)cc1 | i
CCN1C(=O)C2CN(C(=O)c3ccc4[nH]c(C)c(C)c4c3)CCN2C1=O (stereo not drawn) | 2.4
O=C(NC1CCCCCC1)C1CCCN(c2cn[nH]c(=O)c2)C1 (stereo not drawn) | i
COc1cccc(CNC(=O)Cn2nc(C(=O)Nc3ccccc3)ccc2=O)c1 | 4.7
Cc1cc(=O)nc2sc(N3CCN(C(=O)c4ccccn4)CC3)nn12 | i
O=C(NCC1CCCO1)Nc1ccc2sc(NS(=O)(=O)c3ccccc3)nc2c1 (stereo not drawn) | 23.5
CCCCC(=O)N1CCN(S(=O)(=O)c2cc3c(cc2Cl)NC(=O)CO3)CC1 | i
CC1CCC(NC(=O)C2CCN(Cc3nccn3C)CC2)CC1 (stereo not drawn) | i
O=C(Nc1cccc(Br)c1)C1CC2CSCN2C12C(=O)Nc1ccccc12 (stereo not drawn) | i
CSc1ccc(CNC(=O)c2cn3cc(C)ccc3n2)cc1 | 26.2
CCc1ccccc1NC(=O)c1cncc(-c2cnn(C)c2)c1 | i
Cc1ccccc1Nc1nc(N)nc(CN2C(=O)NC(C)(c3cccc4ccccc34)C2=O)n1 (stereo not drawn) | 21.3
CC(C)(C)OC(=O)N1CCN(C(=O)C2CCCNC2)CC1 (stereo not drawn) | 15.1
O=C(C1CCC1)N1CCCc2cc(S(=O)(=O)Nc3ccccc3)ccc21 | i

Continuation:
SMILES | trophozoite growth
Cc1onc(C(=O)NC2CCN(Cc3ccccc3)CC2)c1CN1CCOCC1 | i
COc1ccc(NC(=O)c2cncc(NS(=O)(=O)c3ccc(C)cc3)c2)cc1 | i
O=C(C1CCN(S(=O)(=O)c2ccc(F)cc2)CC1)N1CCc2sccc2C1 | i
Cc1ccc(-c2nc(-c3cccnc3)sc2CC(=O)Nc2ccc3nc(C)sc3c2)cc1 | i
Cc1sc2cc(-c3ccccc3)oc2c1C(=O)NCc1ccccc1 | 20.2
COc1cc(OC)c(C2=CCN(C(=O)c3ccc(C)s3)CC2)c(OC)c1 | 59.3*
Cc1c(C(=O)Nc2cccc(C(F)(F)F)c2)oc2c1-c1[nH]ncc1CC2 | i
CCc1nc(C2CCCN2c2nn3cc(C)nc3s2)no1 (stereo not drawn) | i
CCN1CCCc2cc(C(=O)N3CCOCC3)sc21 | i
COc1ccc(CCNC(=O)C2c3ccccc3C(=O)N2Cc2ccc(C)cc2)cc1OC (stereo not drawn) | 6.3
CN1CCN(CC2CCN(c3ccc([N+](=O)[O-])cc3Cl)CC2)CC1 | 33.0
O=c1[nH]c2ccccc2nc1CN1CCN(c2cccc(C(F)(F)F)c2)CC1 | i
CCC(C)NC(=O)C1CCN(c2cnc(N3CCSCC3)nc2)CC1 (stereo not drawn) | 12.6
CCc1c(C2CCN(C(=O)C3COc4ccccc4O3)CC2)noc1N (stereo not drawn) | i
CCN(CC)CCCC(C)NC(=O)c1cc(-c2ccco2)on1 (stereo not drawn) | 3.7
CC1CC(=O)NCCN1c1ncnc2sc(-c3ccccc3)cc12 (stereo not drawn) | i
CCCCN(C)CCCNC(=O)c1cccc(N2CCCC2=O)c1 | i
Cc1c(C(=O)N2CCCC2Cn2cccn2)cnn1-c1ccccc1 (stereo not drawn) | 16.2
CC1CCCN(CCN2CCC(c3nc(-c4ccccn4)no3)CC2)C1 (stereo not drawn) | i
CCOc1ncccc1NC(=O)N1CCC(CN2CCCC2)CC1 | 1.6
COc1ccc(-c2noc(CN3CCCC(C(=O)NCc4ccco4)C3)n2)cc1OC (stereo not drawn) | i
Cc1ccc(C)c(OCC(O)CN2C(=O)C3CCCCN3C2=O)c1 (stereo not drawn) | i
COCCN1CCC(N2CCCN(C(=O)NCCc3ccccc3)CC2)C1=O (stereo not drawn) | 1.7
Cc1ccc(S(=O)(=O)N2CCN(C(=O)c3cc(C)[nH]n3)CC2)cc1 | i
CCCN1Cc2cccc(C(=O)Nc3ccc(F)cc3)c2C1=O | i

Another view of 3 compounds above.
SMILES	trophozoite growth
COc1ccc(CCNC(=O)C2c3ccccc3C(=O)N2Cc2ccc(C)cc2)cc1OC (stereo not drawn)	6.3
CN1CCN(CC2CCN(c3ccc([N+](=O)[O-])cc3Cl)CC2)CC1	33.0
O=c1[nH]c2ccccc2nc1CN1CCN(c2cccc(C(F)(F)F)c2)CC1	i

Continued:
SMILES | trophozoite growth
CCc1nc(C)c2c(C)c(C(=O)N3CCN(Cc4ccc(OC)c(F)c4)CC3)sc2n1 | 14.8
CCOCC(O)CN1CCN(C(=O)c2cc(C)nn2CC)CC1 (stereo not drawn) | i
Cc1oc2c(c1C(=O)NC1CCN(C)CC1)CN(CCC(C)C)CC2 | i
COc1cccc(Nc2c3c(nc4ccccc24)CCC3)c1 | 62.3*
O=C(c1ccc(F)cc1)N1CCC2(CC1)OCCN2S(=O)(=O)c1cccs1 | i
O=C(Cn1cc(-c2nnco2)ccc1=O)NC(=O)NCc1ccccc1 | i
Cc1ccc(-c2ncc(C(=O)NC3CCCCCC3)c(C)n2)cc1 | i
CCc1ccc(NC(=O)N2CCc3c(c(-c4nc(C)no4)nn3C)C2)cc1 | 19.4
CCOC(=O)c1ccsc1NC(=O)CN1CCNC(=O)CC1c1ccccc1 (stereo not drawn) | i
Cc1ccc2oc(-c3noc(C4CC(=O)N(c5ccccc5)C4)n3)c(C)c2c1 (stereo not drawn) | 2.9
O=C(Cn1c(-c2ccccn2)noc1=O)N1CCc2sccc2C1 | i
O=S(=O)(c1ccc2c(c1)CCCC2)N1CCn2c(nc3ccccc32)C1 | i
CC1CN(C(=O)c2ccc(=O)n(-c3ccccc3)n2)CC(C)O1 (stereo not drawn) | i
CCC(C)C(=O)N1CCCN(Cc2cn3cc(Cl)ccc3n2)CC1 (stereo not drawn) | i
FC(F)Oc1ccc(Br)cc1CN1CCCN2CCCC2C1 (stereo not drawn) | i
O=C(c1cncn1-c1ccccc1)N1Cc2cc3c(cc2C2(CCCC2)C1)OCCO3 | i
CCCn1nc(C(=O)N2CCCN(C(C)=O)CC2)ccc1=O | i
O=C(c1cc(=O)[nH]c2ccccc12)N1CCN(c2ccccc2F)CC1 | i
CN1CCC(Oc2ccc(NC(=O)NCc3ccccc3)cn2)C1 (stereo not drawn) | i
COc1ccc(NC(=O)c2cnc3c(c2)c(=O)n(C)c(=O)n3-c2ccccc2)cc1Cl | 1.6
CC1CCN(CCCNC(=O)c2ccc(-c3nc(-c4ccccc4)no3)cc2)CC1 | 23.6
CC(C)(C)C(=O)Nc1ccc(N2CCN(CC(=O)N3CCCC3)CC2)cc1C(=O)O | i
CN(C)CCCNS(=O)(=O)c1ccc(-c2[nH]ncc2C(=O)N2CCCCC2)o1 | i
c1ccc(-c2[nH]ncc2-c2nc3ccccc3[nH]2)cc1 | i
COc1ccccc1-c1noc(COC(=O)c2cc(-c3ccco3)nc3c2cnn3C(C)C)n1 | i

Given with tabs: part of the list above.
Structure	trophozoite growth
Cc1ccc(-c2ncc(C(=O)NC3CCCCCC3)c(C)n2)cc1	i
COc1cccc(CNC(=O)Cn2nc(C(=O)Nc3ccccc3)ccc2=O)c1	4.7
O=c1[nH]c(CN2CCC(c3nc4ccccc4o3)CC2)nc2ccsc12	i
Cn1c(=O)[nH]c(=O)c2c1nc(N1CCCC1)n2Cc1ccccc1	i

(listing goes on)
SMILES | trophozoite growth
CCc1nnc2n1CCN(Cc1csc(-c3ccsc3)n1)C2 | 24.2
Cc1cc(=O)n2nc(N(C)CC(=O)NC3CCCc4ccccc43)sc2n1 (stereo not drawn) | 35.0
COc1ccc(-n2c(CN3CCN(C(=O)C(C)C)CC3)nc3ccccc32)cc1 | i
COC(=O)C1=C(C)N(C(C)C)C(=O)C1(NC(=O)C1CCCCC1)C(F)(F)F (stereo not drawn) | i
COc1ccccc1N1CCN(C(=O)Cn2c(=O)n(C(C)C)c3ccc(-c4noc(C)n4)cc32)CC1 | i
CN1C(=O)CC[C@]2(C(=O)NC3CCCC3)CCCC[C@@H]12 | 0.1
Cc1cc(CN2CCCN(C(=O)c3cccc(Cl)c3)CC2)no1 | i
CC(NC(=O)c1cc2ccncc2[nH]1)c1ccccc1 (stereo not drawn) | 4.2
CN(C)[C@@H]1CN(C(=O)c2ccco2)CC[C@]1(O)c1ccccc1 | 3.1
O=C(Nc1ncn(Cc2ccccn2)n1)c1cc2sc3ccccc3c2s1 | i
CN(Cc1ccccc1)CC(O)CN1CCC(Cn2cccn2)CC1 (stereo not drawn) | i
Cc1noc2nc(-c3ccccc3F)cc(C(=O)N3CCCC3c3nnc4ccccn34)c12 (stereo not drawn) | i
Cc1ccc2c(c1)C(=O)NC1(CCN(C(=O)N(C)C)CC1)N2 | i
Cc1ccc(Cn2c(=O)c3ccccc3n(Cc3nc(-c4ccc(Cl)cc4)no3)c2=O)cc1 | i
COc1ccc(N2C(=O)NC3CC2(C)Oc2ccc(OC)cc23)cc1 (stereo not drawn) | 11.2
O=C(Nc1cc(F)c2nc(N3CCOCC3)ccc2c1)c1ccc(Br)o1 | i
O=C(c1ccc2c(c1)OCCO2)N1CCN(c2ccc(F)cc2)CC1 | i
CC(=O)N1CCCN(Cc2ccc3c(c2)OCO3)c2ccccc21 | i
Cc1ccc(CNC(=O)c2ccc3nn(CC(=O)N(C)c4ccccc4)c(=O)n3c2)cc1 | i
CC(=O)N1CCc2cc(C(=O)CN3CCN(c4ccc(C(F)(F)F)cc4[N+](=O)[O-])CC3)ccc21 | 3.8
COc1ccc(CN2CCCN(C(=O)c3cn4ccc(C)cc4n3)CC2)cc1 | i
O=C(C1CCC1)N1CCCC(C(F)(F)F)C1 (stereo not drawn) | i
COc1ccc2oc(-c3noc(C(=O)NCCN4CCCCCC4)n3)c(C)c2c1 | 56.6*
O=C(c1cnn2cccnc12)N1CCC(c2ccccc2)CC1 | i
O=C(NCC1CCCO1)c1cc(CN2CCOCC2)on1 (stereo not drawn) | i
Cc1ccc(CNc2nc(-c3ccco3)nn2C(=O)C(C)C)cc1 | 11.1
